# M1AAP inhibition: P. falciparum M1AAP inhibitors, biochemical, fluorogenic H-Leu-NHMec substrate, 1536-well (AID 1445) | recombinant M1AAP, H-Leu-NHMec fluorogenic kinetic assay; higher % means a stronger effect | 0.42% of 220,000 active | one-dose inhibition, % at 30 µM; IC50 in µM for titrated hits;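 active means primary inhibition above the hit cutoff, then over 50% inhibition at one or more dose response concentrations, cut at about 23% in these data, passing the limit was not always enough; inconclusive means conflicting primary data, or primary hits not chosen for dose response; inactive means low primary inhibition, or under 50% at every dose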;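 further: plate controls were DMSO full reaction for no effect and no enzyme background for full effect; strong numbers were not always called active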
# TNAP activation fold: stimulation of alkaline phosphatase TNAP activity – biochemical, luminescent, no phosphate acceptor, uHTS, primary screen (AID 1001); purified TNAP, luminescent activation assay, no phosphate acceptor; higher activation fold means a stronger effect; activation fold at 20 µM, or EC50 in µM where a hit was titrated; 0.03% of 200,000 active; in the data active means activation fold from about 3, or a potency from the dose series; inactive means the rest, 99 in 100 with activation fold below about 1.6; further: many of its hits are not listed in these tables
# PMI inhibition: MPI inhibition at elevated mannose 6-phosphate – biochemical, fluorescence intensity, high mannose 6-phosphate, primary screen (AID 1220) | recombinant PMI enzyme, coupled fluorescence intensity; higher % means a stronger effect | inhibition, % at 20 µM, or IC50 in µM where a hit was titrated | 0.66% of 190,000 active
# WT yeast gro inh: growth inhibition of WT yeast, mitochondrial fusion screen. 2.1% of 190,000 active. inhibition, % at 10 µM. mitochondrial fusion phenotypic screen, WT strain; in the data active means inhibition above about 58%; tested in S. cerevisiae
# M17LAP inhibition: P. falciparum M17LAP inhibitors, primary screen, biochemical, fluorogenic H-Leu-NHMec substrate, 1536-well (AID 1619); recombinant M17LAP, H-Leu-NHMec fluorogenic kinetic assay; higher % means a stronger effect; inhibition, % at 30 µM; hits with a dose series show IC50 in µM; 0.38% of 220,000 active;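 active means compound inhibiting the enzyme by more than half at any dose during confirmatory dose-response retesting; inconclusive means strong single-dose inhibitors picked by rank but not retested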;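 further: plate controls were full reaction with DMSO carrier for no effect and no enzyme background for full effect; strong numbers were not always called active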
# XIAP displacement: XIAP antagonists, biochemical, IAP family, fluorescence polarization (AID 1018) | 0.007% of 200,000 active | displacement, % at 20 µM, or IC50 in µM where a hit was titrated | XIAP BIR domain, fluorescence polarization peptide displacement; higher % means a stronger effect; in the data active means displacement above about 50%; further: a part of the inactive calls stands beside numbers as strong as those of hits
# LYP phosphatase: inhibitors of LYP phosphatase, biochemical, fluorescence intensity, uHTS (AID 1779) | recombinant LYP phosphatase, fluorescence intensity; higher % means a stronger effect | one-dose inhibition, % at 11.5 µM; IC50 in µM for titrated hits | 0.054% of 290,000 active;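 further: plate controls were vehicle with enzyme for no effect and no enzyme for full effect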
# human PMI inhibition: inhibitors of human PMI, primary screen, biochemical, fluorescence intensity, coupled assay (AID 1209); 0.42% of 190,000 active; purified PMI enzyme, coupled fluorescence intensity; higher % means a stronger effect; one-dose inhibition, % at 20 µM; IC50 in µM for titrated hits;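 further: plate controls were DMSO vehicle for no effect and wells lacking substrate for full effect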
# Yfh1-off respiration: mitochondrial function rescue without frataxin homolog – Friedreich's ataxia, plus single-dose screen, dose response (AID 1465); S. cerevisiae Yfh1-off respiration, WST-1 reduction, 72 h; higher fold induction means a stronger effect; fold induction at 50 µM; hits with a dose series show EC50 in µM; 0.074% of 220,000 active;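 active means fold induction of absorbance versus untreated yeast above a set limit, then at least 30% activation at any dose in follow-up; inconclusive means repeats straddling the limit, or above it without dose testing; inactive means fold induction below the set limit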;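 further: activators that raise dye reduction in frataxin-depleted yeast; strong numbers were not always called active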
# WT yeast gro inh mutant strain: further read-out of WT yeast gro inh, marked with its call; inhibition, %; mitochondrial fusion phenotypic screen, mutant strain inhibition
# The depositor's hits bear a star; i = inactive; ? = inconclusive; nt = no result given. Unless noted, no stated cut-off is given here; in the data, active means inhibition above about 50%; inactive means the rest. The order is random; 3.7% or so of the library scored in one or more.
SMILES,M1AAP inhibition,TNAP activation fold,PMI inhibition,WT yeast gro inh,WT yeast gro inh mutant strain,M17LAP inhibition,XIAP displacement,LYP phosphatase,human PMI inhibition,Yfh1-off respiration
CC(=O)Nc1ccc(S(=O)(=O)NCc2cn3c(C)csc3n2)cc1,0%,1.1,-13%,19,-3,-5%,-0.3%,-7%,-20%,i
CC(C)CCOCc1nc2sc3c(c2c(=O)[nH]1)CCC(C)C3 (stereo not given),7%,1.1,9%,9,16,26%,-21%,3%,11%,i
CN(Cc1cn(-c2ccccc2)nc1-c1cc2ccccc2o1)C(=O)CCC(=O)O,8%,1.1,-9%,-6,-11,10%,-4.4%,0%,-8%,i
O=C(NN1C(=O)C2C3C=CC(O3)C2C1=O)c1ccncc1 (stereo not given),6%,1.1,-37%,-9,-6,-4%,2.9%,-2%,-12%,i
Cc1ccc(OCC(=O)Nc2ccc(S(=O)(=O)Nc3ccccn3)cc2)cc1,6%,1.1,-3%,-2,-10,3%,-2.8%,0%,-10%,i
CNC(=O)NC(=O)COC(=O)/C=C/c1cccc(Br)c1,3%,1,-1%,-1,-27,4%,-7.1%,-5%,10%,i
CSc1ncc(CN2CCN(C3CCN(C(C)C)CC3)C(CCO)C2)cn1 (stereo not given),-2%,1.1,2%,-11,6,16%,-2.2%,-8%,8%,i
Cc1nn(-c2ccccn2)c2c1C(=O)C(Br)CC2 (stereo not given),16%,1,73%*,-9,-13,6%,-7.4%,-6%,72%*,i
Cc1cc(C(=O)COC(=O)/C=C/c2cccc(F)c2)c(C)n1C,-1%,1.1,9%,-11,9,-2%,-8.3%,-7%,20%,i
FC(F)(Cl)c1nnc2ccc(Cl)nn12,-2%,1.1,4%,-1,3,-7%,-4.0%,-4%,4%,i
CCn1c(SCC(=O)Nc2nonc2C)nnc1-c1ccco1,-1%,1.1,10%,-14,-3,-6%,-5.6%,-5%,17%,i
O=C(CN1C(=O)C(=O)N(Cc2ccccc2)C1=O)Nc1ccc(F)c(Cl)c1,0%,1.1,9%,-18,13,-8%,-5.2%,-7%,10%,i
Cc1cc(OCC(=O)N(C)C2CCCCC2)cc(C)c1Cl,3%,1.1,14%,20,16,-1%,-11%,-4%,12%,i
CCOC(=O)C1=C(CSc2nc(-c3ccncc3)ccc2C#N)OC(N)=C(C#N)C1c1ccc(OC)cc1 (stereo not given),8%,1,10%,4,4,19%,-6.4%,0%,22%,i
Clc1ccc(C2=Nn3c(nnc3-c3cccs3)SC2)cc1,-4%,1.1,-3%,-20,-4,6%,1.9%,-6%,-6%,i
COCCN(CCOC)C(=O)COC(=O)c1cc([N+](=O)[O-])ccc1Cl,1%,nt,nt,nt,nt,-9%,nt,-9%,nt,i
O=S(=O)(NC1CCCC1)c1cccc(S(=O)(=O)N2CCC(n3nnc4ccccc43)CC2)c1,10%,1,-13%,9,-6,2%,-4.5%,3%,-9%,i
C#CCOCCOCCOCCNc1nc(N2CCN(C(=O)[C@H](CCC(=O)O)n3cc(C(N)Cc4ccc(O)cc4)nn3)CC2)nc(N2CCN(C(=O)[C@H](CCCCN)n3cc(C(N)[C@H](C)CC)nn3)CC2)n1 (stereo not given in full),-9%,nt,nt,nt,nt,2%,nt,-13%,nt,i
CC1(C)Cc2c(sc(NC(=O)COc3ccccc3)c2C#N)C(C)(C)N1,3%,1.1,1%,4,12,13%,-3.9%,-2%,0%,i
O=C(c1cc(=O)[nH]c2ccccc12)N1CCN(c2cccc(C(F)(F)F)c2)CC1,14%,1.1,3%,-28,11,1%,-6.1%,2%,-3%,i
CCOc1cc(-c2ccc3c(c2)OCO3)cc(=O)c2c(C)oc(C)c12,nt,1.1,-28%,nt,nt,nt,-1.1%,-6%,-10%,nt
Cc1ccccc1NC(=O)c1ccc(Cn2cc([N+](=O)[O-])cn2)o1,4%,1,-4%,-13,9,4%,-8.0%,-7%,-2%,i
CCc1ccn2cc(-c3cc(-c4ccccc4)no3)nc2c1,5%,nt,nt,nt,nt,-3%,nt,6%,nt,i
Cc1cc(C)nc(SCC(=O)c2ccc3c(c2)OCCO3)n1,8%,1.1,9%,4,6,-2%,1.0%,-4%,12%,i
COc1ccc(S(=O)(=O)Cc2ccc(C(=O)N3CCN(C4CCCCC4)CC3)o2)cc1,-1%,1.1,7%,-1,1,-3%,-1.8%,-8%,5%,i
COc1ccccc1N(CC(=O)Nc1cccnc1)S(=O)(=O)c1ccccc1,10%,1,11%,-18,-1,1%,-1.0%,-3%,16%,i
CC1=NN(C(=O)Cc2ccccc2)C(O)(c2cccnc2)C1 (stereo not given),1%,1,9%,3,20,-5%,-4.9%,2%,10%,i
Clc1ccc(CSc2cc3c(nn2)-c2ccccc2CC3)cc1Cl,-3%,1.1,16%,37,30,-3%,-4.2%,-7%,14%,i
CCOCCCNC(=O)C(NC(=O)Cc1c[nH]c2ccccc12)c1ccccc1 (stereo not given),1%,1,2%,11,5,0%,-3.8%,-4%,12%,i
CC(=O)Nc1ccc2sccc2c1,8%,1.1,4%,-4,-16,-1%,-5.5%,-5%,4%,i

# Entries of single compounds, looked up by structure.
# Shown for O=C(NN1C(=O)C2C3C=CC(O3)C2C1=O)c1ccncc1 (stereo not given) : M1AAP inhibition = 6%; TNAP activation fold = 1.1; PMI inhibition = -37%; WT yeast gro inh = -9; WT yeast gro inh mutant strain = -6; M17LAP inhibition = -4%; XIAP displacement = 2.9%; LYP phosphatase = -2%; human PMI inhibition = -12%; Yfh1-off respiration = i
# Shown for Cc1cc(OCC(=O)N(C)C2CCCCC2)cc(C)c1Cl : M1AAP inhibition = 3%; TNAP activation fold = 1.1; PMI inhibition = 14%; WT yeast gro inh = 20; WT yeast gro inh mutant strain = 16; M17LAP inhibition = -1%; XIAP displacement = -11%; LYP phosphatase = -4%; human PMI inhibition = 12%; Yfh1-off respiration = i

# (continued)
SMILES,M1AAP inhibition,TNAP activation fold,PMI inhibition,WT yeast gro inh,WT yeast gro inh mutant strain,M17LAP inhibition,XIAP displacement,LYP phosphatase,human PMI inhibition,Yfh1-off respiration
Cc1onc(-c2c(Cl)cccc2Cl)c1C(=O)c1ccccc1,7%,nt,nt,nt,nt,9%,nt,-7%,nt,i
O=C1CCCCC1Sc1nnc(-c2ccc3c(c2)OCO3)o1 (stereo not given),3%,1.1,-3%,4,14,4%,-8.8%,4%,-5%,i
CC(C)(C)c1ccc(C(=O)NNC(=O)c2ccccc2Br)cc1,9%,1.9,5%,13,17,-20%,-5.5%,-4%,10%,i
Cc1cc(=O)oc2cc(OCc3ccc(C(=O)N4CCN(c5ccc([N+](=O)[O-])cc5)CC4)cc3)ccc12,4%,1,4%,21,24,-10%,nt,-9%,12%,i
C=CCn1c(SCC(=O)NC(=O)c2cccc([N+](=O)[O-])c2)nnc1-c1ccccc1F,12%,1,12%,-16,0,-3%,0.3%,-5%,8%,i
N#CC1=C(N)Nc2ncnn2C1c1ccc([N+](=O)[O-])cc1 (stereo not given),3%,nt,nt,nt,nt,3%,nt,-4%,nt,i
Cc1ccc(OCC(=O)Nc2nnc(-c3ccco3)s2)cc1,16%,nt,nt,nt,nt,-1%,nt,-3%,nt,i
COc1nc(Nc2ccc(C(C)=O)cc2)nc(OC)n1,1%,1.1,2%,5,-3,8%,0.3%,-3%,7%,i
CN(C)CC(=O)Nc1ccc2cn[nH]c2c1,1%,1.1,-5%,9,17,-8%,1.0%,-2%,-2%,i
O=C(NCc1ccco1)c1ccc(=O)oc1,10%,1.1,0%,-9,-5,-41%,-5.4%,6%,-3%,i
COc1ccc2c(CC(=O)N3CCc4ccccc43)coc2c1,11%,1.1,5%,-9,-13,-2%,-1.9%,3%,18%,i
O=[N+]([O-])c1cccc(-c2ccc3nnc(SCc4ccccn4)n3n2)c1,6%,1.1,-5%,-14,13,8%,-4.0%,-2%,-7%,i
COc1cc2c(cc1NC(=O)COC(=O)[C@@H](NC(=O)c1ccccc1F)C(C)C)oc1ccccc12,0%,1,16%,-10,9,-5%,-1.0%,8%,19%,i
Cc1ccc(C)c(NC(=O)COc2cccc3c2CCN(Cc2ccccc2)C3=O)c1,3%,1.1,6%,17,-13,-1%,-6.1%,0%,12%,nt
COc1cccc(OCc2cc(/C=N/NC(=O)c3nc(Cl)c(Cl)c(N)c3Cl)ccc2OC)c1,1%,1.2,1%,18,25,4%,-14%,3%,3%,i

# Four compounds picked at random from those above, as already listed:
SMILES,M1AAP inhibition,TNAP activation fold,PMI inhibition,WT yeast gro inh,WT yeast gro inh mutant strain,M17LAP inhibition,XIAP displacement,LYP phosphatase,human PMI inhibition,Yfh1-off respiration
Cc1cc(C(=O)COC(=O)/C=C/c2cccc(F)c2)c(C)n1C,-1%,1.1,9%,-11,9,-2%,-8.3%,-7%,20%,i
Clc1ccc(CSc2cc3c(nn2)-c2ccccc2CC3)cc1Cl,-3%,1.1,16%,37,30,-3%,-4.2%,-7%,14%,i
COc1cc2c(cc1NC(=O)COC(=O)[C@@H](NC(=O)c1ccccc1F)C(C)C)oc1ccccc12,0%,1,16%,-10,9,-5%,-1.0%,8%,19%,i
CCc1ccn2cc(-c3cc(-c4ccccc4)no3)nc2c1,5%,nt,nt,nt,nt,-3%,nt,6%,nt,i

# New compounds follow.
SMILES,M1AAP inhibition,TNAP activation fold,PMI inhibition,WT yeast gro inh,WT yeast gro inh mutant strain,M17LAP inhibition,XIAP displacement,LYP phosphatase,human PMI inhibition,Yfh1-off respiration
Cc1ccc([N+](=O)[O-])cc1NC(=O)CN1CCC(C)CC1,4%,0.9,-7%,17,-10,-1%,-6.9%,-6%,-5%,nt
O=C(NCc1ccc2c(c1)OCO2)NC1CCCCC1,4%,1.1,-12%,1,9,2%,-2.5%,-5%,-3%,i
CCOC(=O)c1c(C)[nH]c(C)c1C(=O)COC(=O)c1cccc(C)c1O,1%,1.1,20%,36,-2,4%,0.4%,2%,8%,i
O=C(Nc1ccc2ccccc2c1)c1cccc(F)c1,8%,nt,nt,nt,nt,-6%,nt,-4%,nt,i
O=C(NCCOC(=O)c1ccccc1C(=O)OCCNC(=O)c1cccnc1)c1cccnc1,-1%,1,-5%,6,17,-4%,-14%,-10%,-8%,i
COCCn1c(C)cc(C(=O)CSc2nc3ccccc3s2)c1C,?,1.1,1%,-8,-26,21%,-2.2%,-4%,5%,i
